Source: PubChem (several laboratories)
N-glyco inh = N-linked glycosylation inhibition | reporter increase, % at 12.5 µM | D54 ERlucT glycosylation luciferase reporter, 24 h; percent of 100 nM tunicamycin response | hit rate 0.23% among 360,000;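 active means mean luciferase reporter signal, scaled so untreated is 0 and the glycosylation-blocking control 100, at or above a set limit in every replicate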;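 further: luciferase carries N-glycosylation sites so blocking glycosylation raises the light; 0% = median of neutral control wells and 100% = median of 100 nM tunicamycin wells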
Granule exo inh = lytic granule exocytosis inhibition; TALL-104 LAMP-1 surface exposure, flow cytometry; cells stimulated with thapsigargin and PMA; AID 651702; inhibition, % at 10 µM; hit rate 0.66% among 360,000;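 active means inhibition above about 55%, limit read from the data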
MC4R antagonist = blocks human MC4R cAMP signaling. P32245. MC4R-expressing cells, MTII-stimulated cAMP, LANCE TR-FRET. inhibition, % at 6.5 µM. hit rate 0.48% among 360,000. AID 540295;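 active means inhibition above its plate's cutoff, the mean of tested wells on that plate plus 3 SD, cut at about 29% in these data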;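 further: 0% = Melanotan II alone and 100% = Melanotan II plus saturating MCL0020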
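Assay system: U2OS-MC4R stable cell line; Also added: Melanotan II; Technique: Eu-cAMP/anti-cAMP TR-FRET, emission 671 nm; Times: 30-min compound, 1-h challenge, 1-h detection, room temperature.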
aDG glyco up = increases alpha dystroglycan glycosylation; Pro5-aDG cells, alpha-DG glycosylation AlphaScreen (IIH6); 0% Pro5, 100% B10-LARGE cell signal; activation, % at 10 µM; hit rate 0.22% among 360,000; AID 624168;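 active means activation of at least 8% versus controls, or a plate z-score of at least 8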;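 further: Pro5 are CHO cells carrying HIG-tagged alpha-DG that lacks glycosylation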
TLR9-MyD88 block = blocks human TLR9 binding to MyD88; AID 504734; CHO BLA complementation TLR9-MyD88, CCF4 FRET ratio; inhibition, % at 4.98 µM; Q9NR96+Q99836; hit rate 0.21% among 340,000;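 active means inhibition above the mean over all tested compounds plus 3 SD, cut at about 21% in these data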;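 further: 0% = DMSO only wells and 100% = clavulanate BLA inhibitor control wells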
Vif inh = blocks HIV Vif function; AID 602346; inhibition, % at 7.49 µM; hit rate 0.35% among 340,000; HEK293T cells, Vif self-association by quenched fluorescence, imaging, 24 h; in the data active means inhibition above about 50%, passing the limit was not always enough; further: some results filed as inactive read as strong as hits
ABHD5-PLIN5 inh = ABHD5-PLIN5 protein interaction inhibition. Q00G26+Q8WTS1. Split G. princeps luciferase complementation, luminescence, 4 h. inhibition, % at 4 µM. hit rate 0.78% among 360,000;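 active means inhibition above the mean inhibition across every tested compound plus 3 SD, cut at about 22% in these data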;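 further: 0% = DMSO only wells and the 100% control is not disclosed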
Target sequence (Q00G26 whole entry, looked up): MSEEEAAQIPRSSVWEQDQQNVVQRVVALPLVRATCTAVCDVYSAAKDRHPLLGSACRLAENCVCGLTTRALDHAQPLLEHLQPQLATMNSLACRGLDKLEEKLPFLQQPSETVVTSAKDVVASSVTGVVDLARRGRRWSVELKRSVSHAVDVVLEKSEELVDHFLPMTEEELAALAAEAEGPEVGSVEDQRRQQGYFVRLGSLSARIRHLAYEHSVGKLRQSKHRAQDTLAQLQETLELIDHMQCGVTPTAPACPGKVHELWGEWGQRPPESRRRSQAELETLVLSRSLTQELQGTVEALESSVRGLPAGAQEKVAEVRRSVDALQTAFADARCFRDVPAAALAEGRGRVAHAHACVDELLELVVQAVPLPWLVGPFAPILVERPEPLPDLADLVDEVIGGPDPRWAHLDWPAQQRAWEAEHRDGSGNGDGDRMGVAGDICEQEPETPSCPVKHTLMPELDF
Target sequence (Q8WTS1 whole entry, looked up): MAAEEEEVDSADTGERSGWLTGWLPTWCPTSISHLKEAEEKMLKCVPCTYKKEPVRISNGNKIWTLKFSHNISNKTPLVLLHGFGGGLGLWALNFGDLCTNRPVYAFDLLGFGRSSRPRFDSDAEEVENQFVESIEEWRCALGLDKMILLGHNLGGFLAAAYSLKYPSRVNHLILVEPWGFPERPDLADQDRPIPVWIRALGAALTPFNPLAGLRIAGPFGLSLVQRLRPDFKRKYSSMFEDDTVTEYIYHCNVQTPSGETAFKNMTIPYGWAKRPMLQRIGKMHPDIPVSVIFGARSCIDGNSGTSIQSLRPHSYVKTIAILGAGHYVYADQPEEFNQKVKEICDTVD
MC4R barr agon = agonists of human melanocortin 4 receptor (MC4R) beta-arrestin; P32245; U2OS MC4R beta-arrestin complementation, luminescence; percent of melanotan II response, DMSO zero; activation, % at 8.9 µM; hit rate 0.98% among 360,000;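 active means activation above a per-plate cutoff, the mean activation of sample wells on that plate plus 3 SD, cut at about 8% in these data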
ABCB6 inh MLPCN = blocks the human ABCB6 transporter; Q9NP58; fluorescence ratio to DMSO, % at 10 µM; K562-ABCB6 porphyrin accumulation, flow cytometry, 1 h; active compounds read low; hit rate 0.19% among 360,000;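 active means fluorescence ratio to DMSO below 75%, the collection mean minus 3 SD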;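 further: signal is porphyrin accumulated inside mitochondria; 100% equals median channel fluorescence of DMSO control wells; lower ratio means ABCB6 inhibition with less porphyrin fluorescence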
NOD2 RIPK2 PPI = NOD2-RIPK2 protein interaction inhibition; inhibition, % at 4.98 µM; hit rate 0.38% among 360,000; AID 624267; O43353; CHO BLA complementation NOD2-RIPK2, CCF4 ratio; in the data active means inhibition above about 21%;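 further: 0% = vehicle only and 100% = reference blocker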
An asterisk follows results filed as active; nt = not tested or not shown. Not all compounds are listed; the hit share may differ from the screen's.

Molecule	N-glyco inh	Granule exo inh	MC4R antagonist	aDG glyco up	TLR9-MyD88 block	Vif inh	ABHD5-PLIN5 inh	MC4R barr agon	ABCB6 inh MLPCN	NOD2 RIPK2 PPI
O=C(OCc1nnc(-c2ccccc2)o1)c1ccc(CO)cc1	-3.5	0.6	1.2	-0.2	3.6	-12.9	-0.4	-0.5	106.0	-1.5
CCOC(=O)c1csc(-c2snnc2C)n1	1.8	-0.8	-1.9	-0.1	1.8	13.5	0.4	-0.9	98.0	-2.7
COc1ccccc1NC(=O)NC(=O)c1ccccc1	-4.5	-15.8	0.4	0.1	-8.3	-7.2	-0.7	8.8*	95.0	-1.1
C[C@H](CO)N1C[C@H](C)[C@H](CN(C)C(=O)Nc2ccc(F)cc2)OCc2cnnn2CCCC1=O	2.1	-4.8	0.1	0.1	5.5	-7.5	2.5	0.7	99.0	-24.1
CC1(c2nnc(-c3ccc(Cl)cc3)o2)CC(c2ccncc2)=NO1 (configuration not stated)	-0.2	10.4	2.2	-0.1	-2.0	1.0	2.0	-0.5	93.0	2.8
Cc1ccc2[nH]c(=O)c(CNC(C)C)cc2c1	0.0	-2.3	0.2	-0.2	4.8	4.7	-3.7	-0.8	108.0	-1.9
Cn1cnnc1Sc1ccc(C(=O)OCC(=O)Nc2ccccc2)cc1[N+](=O)[O-]	-2.9	-0.1	-1.2	-0.4	4.0	-19.8	1.2	-2.3	101.0	-4.0
O=C1[C@@H](Oc2ccccc2)[C@@H](c2ccccc2)N1c1cccnc1	2.1	-1.6	3.3	0.2	-2.4	-3.8	0.2	-1.3	90.0	-4.7
COCCNC(=O)C(c1ccc(C)cc1)N(Cc1ccccc1)C(=O)CCC(=O)Nc1ccccn1 (configuration not stated)	-0.6	19.0	15.0	0.0	2.1	1.4	3.5	0.5	99.0	-2.8
CC1CCCN(CC(=O)Nc2cc(S(=O)(=O)N3CCOCC3)ccc2N2CCCC2)C1 (configuration not stated)	1.7	1.6	8.6	0.1	3.5	3.5	-9.1	-0.7	95.0	1.4
Cn1c(SCC(=O)N2CCN(c3ccccc3)CC2)nnc1-c1ccco1	0.6	4.8	-0.2	-0.1	1.8	-5.1	2.1	-1.7	96.0	2.6
COc1cccc(-c2cnc(C(O)c3ccc(C)cc3C)[nH]2)c1 (configuration not stated)	1.8	-1.5	3.4	-0.3	nt	nt	4.0	-0.8	98.0	-21.5
CC(NC(=S)NCCc1ccccc1)C(c1cccs1)N1CCN(Cc2ccccc2)CC1 (configuration not stated)	-10.3	10.9	-1.8	0.2	0.9	8.9	-11.8	-0.5	99.0	-14.9
CCOC(=O)c1c(/N=C/c2ccccc2O)sc2c1CCC2	-0.6	0.2	13.3	-0.3	7.0	-7.1	-4.5	-1.6	105.0	-6.5
CC(NC(=O)c1ccccc1Cl)C(=O)Nc1ccc2c(c1)OCO2 (configuration not stated)	2.5	-4.1	8.6	-0.5	-4.3	11.9	4.6	0.0	105.0	2.2
C=CCOc1ccc(C(=O)NC2CCCCC2)cc1	-0.3	-3.3	-3.4	0.5	-6.3	23.1	-1.7	-1.3	94.0	2.8
CCOC(=O)N1CCN(c2nc3ccccc3nc2C(C#N)S(=O)(=O)c2ccc(C)cc2)CC1 (configuration not stated)	2.9	1.0	-1.1	0.0	5.8	0.3	-1.3	-0.3	112.0	1.4
CC1(C(=O)NS(=O)(=O)c2ccc(C#N)cc2)CCN1C(=O)Cc1ccccc1Cl (configuration not stated)	-1.5	-6.3	1.5	-0.3	nt	nt	11.1	-0.8	99.0	-25.0
c1ccc(CNc2ncnc3[nH]ncc23)cc1	-1.6	14.2	8.0	0.2	10.3	1.2	-7.6	-0.5	100.0	-24.7
Cc1ccc(C(=O)OCC(=O)N2CCOCC2)cc1	-1.1	-2.2	-0.3	0.0	2.5	10.9	-0.5	-0.7	100.0	4.2
Oc1ccc(CCNc2c3ccccc3nc3ccccc23)cc1O	37.4*	-8.5	-17.8	0.6	-0.4	1.5	-5.0	1.1	107.0	4.7
O=C(NCc1ccc2c(c1)OCO2)C1CCCCC1	2.1	0.6	6.6	0.0	1.1	-1.8	2.3	0.3	94.0	-8.9
COCCNC(=O)C(=O)N/N=C/c1ccc(C(=O)OC)cc1	0.2	-1.2	14.7	-0.4	7.9	0.1	0.2	-2.6	100.0	-3.0
Cc1ccc2c(CN3CC(C)CC(C)C3)cc(=O)oc2c1C (configuration not stated)	-5.7	-3.2	-1.8	0.0	3.7	8.4	-13.3	2.1	98.0	-1.7
O=C(C1=C[C@@H](c2ccc3c(c2)OCO3)C[C@@H](OCCCCO)O1)N1CCN(Cc2ccc3c(c2)OCO3)CC1	-1.7	1.3	1.3	0.0	-13.5	12.2	11.3	0.0	97.0	1.9
O=C(c1cccnc1)N1CCN(Cc2cccc(F)c2)CC1	-1.4	-1.3	0.9	0.0	-1.8	-2.1	-4.5	-3.3	98.0	5.1
O=C(COC(=O)CC1CC2CCC1C2)Nc1c(F)cccc1F (configuration not stated)	0.9	1.3	8.2	-0.3	-8.8	6.1	-3.0	-2.3	99.0	-0.5
CCOc1cc(N2CCOCC2)c(OCC)cc1NC(=O)c1c(-c2ccccc2Cl)noc1C	-2.2	4.2	9.6	-0.4	-2.8	-7.2	-1.4	-1.5	115.0	-7.3
Cc1ccc(O)c(Cc2cc(C)cc(Cc3cc(C)ccc3O)c2O)c1	-3.3	0.5	5.5	0.0	10.5	nt	-15.3	0.0	97.0	6.0
CC1=C(C(=O)N(C(C)C)C(C)C)CC(CC(=O)NC2CC2)C(=O)N1Cc1ccc(C(C)(C)C)cc1 (configuration not stated)	nt	-11.6	nt	-0.3	nt	nt	-5.2	nt	98.0	-8.8
CCCn1nc(NS(=O)(=O)c2ccccc2)c2cc3cc(C)ccc3nc21	0.6	0.1	6.2	0.2	-13.5	-0.7	3.5	-2.2	97.0	-19.4
Cc1ccc2oc(C(=O)NCC(c3ccco3)N3CCCC3)c(C)c2c1 (configuration not stated)	-5.4	9.5	-8.1	0.0	-5.0	-5.3	10.5	1.2	92.0	-12.7
COc1cc(-c2cc(=O)c3c(O)c(OC)c(OC)cc3o2)cc(OC)c1O	13.5	-1.7	2.5	-0.2	-5.5	89.0*	0.8	-1.6	98.0	9.8
CCOc1cc(C)c(Cl)cc1S(=O)(=O)NC1CC(C)(C)NC(C)(C)C1	-1.0	10.9	2.8	-0.2	-2.6	32.1	5.8	-1.3	94.0	-3.6
Cc1csc(NC(=O)c2cc3c(s2)CCCC3)n1	-15.9	0.8	-2.7	0.2	6.8	nt	-7.7	-0.6	93.0	-5.0
Cc1cc(NC(=O)Cn2c(=O)c3c(ncn3CC(C)C)n(Cc3ccccc3)c2=O)no1	0.5	0.1	11.3	0.1	-3.3	-3.5	-1.3	1.1	96.0	-1.2
O=C(Nc1ccc(-n2cnnn2)cc1)C(c1ccccc1)c1ccccc1	-1.4	-1.4	3.0	0.5	6.3	5.3	4.0	0.1	100.0	-6.9
O=c1[nH]cnc2scc(-c3ccc(Br)cc3)c12	2.5	-7.5	-11.4	0.4	-10.6	-9.4	2.8	-0.2	100.0	-2.5
Cc1ccccc1Nc1nnc(SCC(=O)NCC2CCCO2)s1 (configuration not stated)	-0.5	-3.7	11.9	0.1	-3.4	6.2	0.1	-2.3	97.0	-12.4
O=C(/C(Cl)=C/Nc1ccc(Br)cn1)C(F)(F)F	-1.2	-4.2	15.7	0.5	1.6	5.0	4.2	-1.6	96.0	-4.1
COc1ccc(OC)c(Cc2nnc(CCC(=O)NCc3ccc(C)s3)o2)c1	0.8	-1.5	3.9	-0.1	0.0	-0.6	-0.2	-2.9	93.0	-3.7
O=S(=O)(c1ccc(F)cc1)N1CCCN(Cc2c(F)cccc2F)CC1	-1.7	-3.5	2.3	0.2	10.1	-7.3	2.7	-1.2	96.0	1.8
Cc1cnc(C(=O)OCC(=O)N(Cc2ccccc2)C(C)C)cn1	0.3	7.4	24.4	0.5	-1.8	0.9	-2.4	1.6	83.0	4.5
Cc1ccc(Sc2oc(/C=N/n3cnnc3)cc2Br)cc1	3.7	-5.6	-7.4	-0.2	-1.9	1.5	1.0	1.1	85.0	7.9
CCN1CCN(C(=O)/C(=C/c2ccco2)NC(=O)c2ccccc2)CC1	-2.5	-8.9	18.7	-0.1	-9.9	5.1	0.9	-2.9	102.0	-4.4
CCn1cc(Cl)c(C(=O)Nc2ccccc2C(N)=O)n1	3.8	-20.3	-4.0	-0.4	1.3	8.2	-5.1	-2.2	96.0	3.5
COc1ccc(NC(=O)c2cccc(-n3cnnn3)c2)cc1	-1.1	-1.7	2.5	0.2	-0.9	7.2	-1.4	-1.0	95.0	-16.3
CC(=O)C1=C(C)NC(SCC(=O)c2ccc(Cl)cc2Cl)=C(C#N)C1c1ccco1 (configuration not stated)	-4.0	2.0	-7.9	0.4	20.7	3.5	6.5	1.1	111.0	18.4
Cc1cccc(-n2c(C)cc(/C=N\NC(=O)c3ccco3)c2C)c1	-0.4	-5.2	-2.4	0.1	11.1	9.1	-6.3	-1.5	104.0	-1.9
COc1ccc(C(=O)C2CCCN(C(=O)c3c4c(nn3C)CCCC4)C2)cc1F (configuration not stated)	1.5	-11.9	-1.2	0.1	-0.3	-1.8	-5.8	0.1	136.0	-8.8
